Bcl-B Bim block: inhibitors of Bim-Bcl-B binding, primary screen, biochemical, multiplexed, human Bcl-2 family. bead-based flow cytometry, Bim peptide-Bcl-B binding. Bcl-2-like protein 10 (Homo sapiens), Q9HD36. 0.073% of 190,000 active. inhibition, % at 10 µM;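 note: 0% = tracer peptide without compound and 100% = reference inhibitor peptide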
GSH fluor: compound fluorescence on glutathione beads, profiling panel, artefact control, biophysical, 488/530 nm, flow cytometry | GSH beads flow cytometry, compound fluorescence 488/530 nm; hits give high values | 0.25% of 190,000 active | fluorescence (KMESF) at 10 µM; in the data active = fluorescence above about 89;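 note: glutathione beads carrying GST-tagged Bcl family fusion proteins plus one bare bead set; values are compound well signal with DMSO vehicle wells as background; inactives centre near 16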
RGS4-Gao reg: modulators of RGS4 binding to Galphao, primary screen, biochemical, multiplexed bead flow cytometry; Guanine nucleotide-binding protein G(o) subunit alpha (Homo sapiens), P09471; actives lie on both sides; binding response (% of control), % at 10 µM; 0.33% of 220,000 active; AID 1415, 2008; in the data active = binding response below about 49% or above about 150%; inactive = in between;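 note: fluorescent Galphao activated with aluminum fluoride binding bead-coupled RGS4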
Bim-Bcl-2: inhibitors of Bim-Bcl-2 binding, primary screen, biochemical, multiplexed, human Bcl-2 family; 0.06% of 190,000 active; Bead-based flow cytometry, Bim peptide-Bcl-2 binding; AID 950, 2007; Apoptosis regulator Bcl-2 (Homo sapiens), P10415; inhibition, % at 10 µM; in the data active = inhibition above about 40%; inconclusive = no clear call, values can overlap the other calls;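 note: 0% = no compound wells with probe peptide and 100% = reference peptide inhibitor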
RGS8-Gao reg: RGS8-Galphao binding modulators, primary screen, biochemical, multiplexed bead flow cytometry; actives lie on both sides; response (percent of control binding), % at 10 µM; 0.34% of 220,000 active; AID 1423, 2008; in the data active = response below about 60% or above about 140%; inactive = in between;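 note: Galphao activated as the GDP aluminium fluoride complex binding bead-coupled RGS8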
Bfl-1 Bim block: inhibitors of Bim binding to Bfl-1, primary screen, biochemical, multiplexed, bead-based flow cytometry | AID 1008, 2008 | Bim-Bfl-1 binding inhibition | 0.12% of 190,000 active | Bcl-2-related protein A1 (Homo sapiens), Q16548 | inhibition, % at 10 µM;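 note: 0% = wells without compound plus tracer and 100% = blocker peptide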
Bcl-XL Bim block: inhibitors of Bim-Bcl-XL binding, primary screen, biochemical, multiplexed, bead flow cytometry, human Bcl-XL; Bcl-2-like protein 1 (Homo sapiens), Q07817; Bim peptide-Bcl-XL binding, fluorescence; inhibition, % at 10 µM; 0.04% of 190,000 active; AID 1007, 2008
Target sequence (Q07817 whole entry, looked up): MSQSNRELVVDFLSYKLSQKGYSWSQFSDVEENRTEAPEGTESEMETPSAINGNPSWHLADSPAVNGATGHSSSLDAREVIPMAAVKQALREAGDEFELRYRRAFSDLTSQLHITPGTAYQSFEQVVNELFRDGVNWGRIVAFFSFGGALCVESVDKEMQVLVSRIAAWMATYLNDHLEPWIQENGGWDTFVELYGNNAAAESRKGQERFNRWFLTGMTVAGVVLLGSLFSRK
RGS7-Gao: RGS7-Galphao binding modulators, primary screen, biochemical, multiplexed bead flow cytometry. Guanine nucleotide-binding protein G(o) subunit alpha (Homo sapiens), P09471. actives lie on both sides. binding response (% of control), % at 10 µM. 0.35% of 220,000 active. AID 1439, 2008; in the data active = binding response below about 49% or above about 150%; inconclusive = no clear call, values can overlap the other calls; inactive = in between;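 note: fluorescent Galphao held in activated GDP-AlF4 state binding bead-coupled RGS7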
Bcl-W Bim block: inhibitors of Bim binding to Bcl-W, primary screen, biochemical, multiplexed, bead-based flow cytometry. inhibition, % at 10 µM. Bcl-2-like protein 2 (Homo sapiens), Q92843. 0.02% of 190,000 active. Bim peptide-Bcl-W binding;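 note: 0% = bound tracer without compound and 100% = peptide blocker; higher means less fluorescent Bim peptide bound to Bcl-W beads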
Target sequence (Q92843 whole entry, looked up): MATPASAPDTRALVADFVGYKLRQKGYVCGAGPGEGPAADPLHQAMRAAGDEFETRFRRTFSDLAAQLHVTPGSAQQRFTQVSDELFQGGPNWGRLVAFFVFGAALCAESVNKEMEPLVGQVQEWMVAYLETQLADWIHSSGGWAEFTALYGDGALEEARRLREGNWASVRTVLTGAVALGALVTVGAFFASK
ABCG2 block: ABCG2 efflux pump inhibitors, primary screen, multiplex with ABCB1, IgMXP3 cells, flow cytometry; 0.1% of 190,000 active; inhibition, % at 6.6 µM; JC-1 efflux; Broad substrate specificity ATP-binding cassette transporter ABCG2 (Homo sapiens), Q9UNQ0; AID 1325, 2008;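 active = inhibition above 80%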;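 note: 0% = DMSO and 100% = nicardipine control wells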
Target sequence (Q9UNQ0 whole entry, looked up): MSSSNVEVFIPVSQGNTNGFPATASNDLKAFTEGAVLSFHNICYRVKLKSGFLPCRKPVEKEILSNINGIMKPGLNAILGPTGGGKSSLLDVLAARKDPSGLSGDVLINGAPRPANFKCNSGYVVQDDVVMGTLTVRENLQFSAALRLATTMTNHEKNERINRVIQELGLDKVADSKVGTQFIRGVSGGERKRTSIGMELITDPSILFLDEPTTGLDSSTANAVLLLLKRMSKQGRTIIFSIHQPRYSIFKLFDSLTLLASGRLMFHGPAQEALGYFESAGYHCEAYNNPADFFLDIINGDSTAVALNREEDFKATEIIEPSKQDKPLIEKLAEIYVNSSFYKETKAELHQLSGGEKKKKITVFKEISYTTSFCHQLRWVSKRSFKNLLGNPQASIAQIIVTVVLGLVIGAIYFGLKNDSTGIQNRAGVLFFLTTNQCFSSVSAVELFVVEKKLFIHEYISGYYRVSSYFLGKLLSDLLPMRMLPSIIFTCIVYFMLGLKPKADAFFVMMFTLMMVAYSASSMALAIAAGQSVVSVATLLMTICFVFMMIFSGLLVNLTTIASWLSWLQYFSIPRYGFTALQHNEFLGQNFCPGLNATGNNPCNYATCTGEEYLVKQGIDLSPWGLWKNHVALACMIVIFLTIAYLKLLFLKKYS
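Times: 10 min at 25 °C | Test system: Two drug-resistant human cell lines, ABCG2 and ABCB1 | Quantity: 3 million cells/mL final, two lines in 1:1 ratio | Signal: Flow cytometry, 530 nm JC-1 signal | Dosing: Compound at 6.6 µM | Controls: Nicardipine and DMSO wells | Reagent: JC-1 as fluorescent efflux pump substrate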
ABCB1 block: ABCB1 efflux pump inhibitors, primary screen, cell-based, multiplex, flow cytometry, ABCG2 counter-screen | ATP-dependent translocase ABCB1 (Homo sapiens), P08183 | CCRF-Adr cells, JC-1 efflux | inhibition, % at 6.6 µM | 0.067% of 190,000 active | AID 1326, 2008; in the data active = inhibition above about 40%;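 note: 0% = vehicle and 100% = reference inhibitor; higher value means more JC-1 retained so stronger ABCB1 efflux block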
Active calls of the source: *; ? = inconclusive; . = not tested or not shown. Cut-off read from the data, not from the text of the source, unless noted: active = inhibition above about 40%.

SMILES | Bcl-B Bim block | GSH fluor | RGS4-Gao reg | Bim-Bcl-2 | RGS8-Gao reg | Bfl-1 Bim block | Bcl-XL Bim block | RGS7-Gao | Bcl-W Bim block | ABCG2 block | ABCB1 block
Cc1[nH]c2ccccc2c1C(=O)COC(=O)C1CC(=O)N(Cc2ccccc2)C1 (stereo not given) | -2 | 18 | 100 | -1 | 97 | -2 | -4 | 98 | 0 | 3 | 1.1
Cc1cc2ccccc2n2c(SCC(=O)NCC3CCCO3)nnc12 (stereo not given) | -6 | 17 | 90 | -3 | 95 | -3 | -7 | 87 | 0 | 4 | -0.2
O=S(=O)(c1ccccc1)c1cnn2c(C(F)(F)F)cc(-c3ccccc3)nc12 | -5 | 14 | 101 | -2 | 102 | -8 | -1 | 101 | 1 | -1 | 0.0
CC(NC(=O)CCNC(=O)c1ccccc1Cl)C1CC2CCC1C2 (stereo not given) | 5 | 7 | 99 | 11 | 89 | 11 | 7 | 100 | 3 | 26 | 0.7
O=C(CN1C(=O)c2ccccc2S1(=O)=O)Nc1ccccc1C(=O)NCc1ccco1 | 5 | 27 | 100 | 2 | 100 | 0 | -1 | 98 | 1 | 15 | 1.4
Cc1cc(NC(=O)NC2(C(F)(F)F)Oc3ccc(Cl)cc3O2)no1 (stereo not given) | . | 44 | 91 | ? | 97 | . | . | 93 | . | -1 | -0.3
CCOc1ccc(NC(=O)Nc2cc(OCC(F)(F)F)cc(OCC(F)(F)F)c2)cc1 | -2 | 11 | 102 | -5 | 101 | -5 | -4 | 100 | -1 | -3 | -0.7
CC(C)C1N=C2c3ccccc3N=C(SCc3cc(=O)n4cc(Cl)ccc4n3)N2C1=O (stereo not given) | -5 | 25 | 105 | 0 | 109 | 0 | -4 | 109 | -3 | 2 | 5.3
COc1ccc(NC(=O)CC2C(=O)N(c3cccc(C)c3)C(=O)N2C2CCCCC2)cc1 (stereo not given) | -2 | 19 | 101 | -3 | 101 | 0 | -4 | 99 | -2 | 0 | 0.0
O=C1CCCCCN1CSc1nc2ccccc2s1 | -5 | 45 | 100 | -8 | 100 | -10 | -5 | 99 | 0 | 6 | 1.3
COc1cccc(NC(=O)Nc2ccc3c(c2)nc(C)n3C)c1 | -5 | 13 | 101 | -8 | 105 | -6 | -4 | 100 | -3 | -2 | -0.7
Cc1oc2c(CN3CCCC3)c(O)ccc2c(=O)c1-c1ccccc1 | -3 | 17 | 101 | -1 | 100 | -9 | -2 | 100 | 1 | . | .
O=P(OC1CCCCC1)(OC1CCCCC1)C(O)c1ccc(Cl)cc1Cl (stereo not given) | -1 | 26 | 101 | -6 | 96 | -1 | -5 | 99 | -3 | 5 | -0.1
O=C(Oc1ccccc1)c1ccccc1OS(=O)(=O)c1ccccc1 | -4 | 5 | 101 | -9 | 100 | -14 | -9 | 98 | 2 | 1 | 0.2
CC(C)(CN=C1NS(=O)(=O)c2ccccc21)CNC(=O)CN1C(=O)c2ccccc2C1=O | -13 | 23 | 98 | -12 | 99 | -19 | -7 | 99 | -1 | 10 | 0.9
CC1(C)Cc2c(ccc3ccccc23)/C(=C/C#N)N1 | -5 | 28 | 101 | -10 | 100 | -13 | -6 | 106 | 0 | 26 | 3.5
O=C1NN(c2ccc(F)cc2)C(=O)/C1=C\c1cnn(-c2ccccc2)c1 | 0 | 21 | 97 | 4 | 101 | 1 | -1 | 101 | 2 | -1 | -0.5
COC(=O)/C=C/c1ccsc1NC(C)=O | -6 | 11 | 100 | -5 | 100 | 0 | -8 | 99 | -5 | 1 | .
CC(C)OC(=O)C1=C2SCC(=O)N2C(N)=C(C#N)C1 | -1 | 20 | 90 | 0 | 92 | 6 | -2 | 92 | -1 | -4 | -3.4
CC1(C)C(=O)OC(/C=C\c2ccccc2)C(C)(C)C1=O (stereo not given) | -3 | 13 | 102 | 0 | 102 | -5 | 0 | 97 | 0 | 6 | 0.1
O=C(CSc1nc2ccccc2[nH]1)NCCc1ccc(Cl)cc1 | 0 | 9 | 99 | 0 | 103 | -1 | -7 | 92 | 0 | 3 | 0.6
CCCc1cc(-c2ccc(O)c(OCC)c2)c(C#N)c(N)n1 | -6 | 26 | 100 | -14 | 101 | -17 | -3 | 101 | -2 | 14 | 0.8
COc1ccc(OC2OC3COC(c4ccco4)OC3C(O)C2NC(C)=O)cc1 (stereo not given) | -3 | 10 | 93 | -9 | 93 | -27 | 0 | 101 | 1 | 10 | -0.1
COc1ccc(NC(=O)NN2CCOCC2)cc1OC | -4 | 10 | 103 | -3 | 103 | -7 | -3 | 100 | -3 | -1 | 0.1
COc1ccccc1N1CCN(C(=O)c2ccc(Br)s2)CC1 | -7 | 29 | 100 | -10 | 102 | -15 | -8 | 99 | -1 | 3 | 2.3
COCCCNC(=O)c1cccs1 | -3 | 17 | 98 | 0 | 99 | -10 | -2 | 102 | 0 | 2 | 0.6
CCN1C(=S)SC(=O)C1=C1C=C(C)OC(C)=C1 | -13 | 8 | 100 | -13 | 100 | -14 | -5 | 98 | -2 | 0 | -0.1
Cc1ccc(C(=O)COC(=O)CCC(=O)Nc2cc(Cl)ccc2Cl)cc1[N+](=O)[O-] | -2 | 27 | 101 | -3 | 100 | -1 | 7 | 95 | -1 | 2 | 0.2
COc1ccc(C/C(N)=N/OC(=O)COc2ccccc2C)cc1 | -3 | 5 | 102 | -1 | 101 | -1 | -1 | 103 | -1 | -1 | -0.2
Cc1nnc2ccc(-c3ccc(NC(=O)c4ccc(Cl)nc4)cc3)nn12 | 0 | 22 | 105 | 2 | 103 | -3 | 0 | 103 | -2 | 0 | 0.1
CN(C)c1nc(C#N)nc(N2CCOCC2)n1 | 6 | 9 | 96 | 1 | 99 | 3 | -3 | 97 | 0 | 2 | -0.1
Cc1nc2ccccc2c(=O)n1NCc1cc(Br)cs1 | -4 | 18 | 101 | 0 | 100 | -7 | 0 | 99 | 3 | 1 | 0.4
O=C(c1cccs1)N1CCN(S(=O)(=O)c2ccccc2)CC1 | -3 | 5 | 105 | -1 | 103 | -9 | -5 | 104 | 0 | 2 | 0.2
COc1ccc(S(=O)(=O)N(Cc2nc3ccccc3c(=O)[nH]2)C2CCCC2)cc1 | 1 | 9 | 93 | 3 | 97 | 3 | 1 | 97 | -1 | 4 | 1.8
CC(C)C(=O)N1CCN(c2ccc(NC(=O)c3ccc4c(c3)OCCO4)cc2Cl)CC1 | -4 | 53 | 104 | -2 | 105 | -12 | -1 | 99 | 6 | 1 | 1.1
COc1ccc(-c2c(C)oc3c(CN4CCN(C)CC4)c(O)ccc3c2=O)cc1 | -2 | 14 | 88 | -4 | 92 | -6 | -4 | 84 | -1 | 3 | 0.9
COc1ccc(C)cc1S(=O)(=O)n1nc(C)cc1C | -2 | 21 | 98 | -3 | 98 | -6 | 0 | 101 | -3 | 0 | 0.5
Cn1nc(C(F)(F)F)c2cc(C(=O)Nc3ccc(F)cc3F)sc21 | -4 | 25 | 97 | -7 | 97 | -2 | -5 | 98 | -5 | 5 | 0.8
Nc1nnc(SCC(=O)Nc2ccccc2N2CCOCC2)s1 | -3 | 19 | 103 | -2 | 102 | -1 | -3 | 97 | -2 | 2 | 0.4
COc1ccccc1OCc1ccc(C(=O)NCC2CCCO2)o1 (stereo not given) | -7 | 43 | 104 | -11 | 101 | -13 | 2 | 102 | 4 | 8 | -0.2
C=CCn1c(COc2ccccc2)nnc1SCc1ccc(C#N)cc1 | -4 | 22 | 99 | -6 | 101 | -9 | 0 | 99 | 2 | 6 | 0.7
COC(=O)NNC(=O)COc1cc(C)c(Br)cc1C(C)C | -7 | 10 | 105 | -7 | 103 | -2 | -10 | 103 | -3 | 5 | 0.4
COc1ccc(/C=C(\C#N)C(=O)NCc2cccs2)cc1OC | -5 | 5 | 103 | 0 | 102 | 0 | -4 | 97 | -5 | 14 | 2.9
C/C(=N\Nc1cccc([N+](=O)[O-])c1)c1ccccc1O | -6 | 16 | 98 | -4 | 100 | -5 | -1 | 102 | 0 | 51 | 0.6
Cc1ccccc1OCC(=O)N/N=C/C=C/c1ccccc1 | -3 | 15 | 103 | 0 | 103 | -3 | -2 | 105 | 2 | 2 | 1.2
O=C(C1=C[C@@H](c2ccc3c(c2)OCO3)C[C@@H](OCCCCO)O1)N1CCN(Cc2ccc3c(c2)OCO3)CC1 | -5 | 20 | 88 | -2 | 91 | -8 | 0 | 83 | -2 | 3 | 0.6
CCOC(=O)C(C)Oc1ccsc1C(=O)OC (stereo not given) | -7 | 36 | 97 | -8 | 100 | -18 | -7 | 102 | 0 | 8 | 0.3
CC(=O)Nc1ccc2c(c1)ncn2-c1ccc(C)cc1 | -11 | 18 | 97 | -2 | 108 | -12 | -3 | 110 | -2 | 1 | 0.1
COc1ccccc1-n1cnnc1SCC(=O)N1CC(=O)Nc2ccccc21 | -5 | 10 | 103 | -5 | 103 | -9 | -5 | 103 | 3 | 1 | 0.0
Cc1c(Cl)ccc2c(C(N)=O)cc(-c3ccccn3)nc12 | -3 | 15 | 98 | -6 | 93 | -6 | -2 | 100 | 0 | 5 | 0.9
CC(OC(=O)c1ccccc1OCc1ccc(Cl)cc1)C(N)=O (stereo not given) | -5 | 10 | 102 | -3 | 103 | -4 | 0 | ? | 1 | 5 | 1.1
Cc1cc(=O)[nH]c(SCC(=O)Nc2ccc(F)c([N+](=O)[O-])c2)n1 | 0 | 11 | 102 | -3 | 100 | -2 | 0 | ? | 4 | 1 | 0.2
COc1ccc(F)c(CN2CCC(CO)(Cc3cccc(C(F)(F)F)c3)CC2)c1 | -9 | 16 | 98 | -9 | 102 | -3 | -6 | 95 | -6 | 7 | 2.7
O=C(N/N=C/C=C\c1ccccc1)c1cnccn1 | -3 | 11 | 97 | -4 | 101 | -2 | -1 | 99 | 0 | 0 | -0.1

Compound profiles (already shown). Screens in order: Bcl-B Bim block | GSH fluor | RGS4-Gao reg | Bim-Bcl-2 | RGS8-Gao reg | Bfl-1 Bim block | Bcl-XL Bim block | RGS7-Gao | Bcl-W Bim block | ABCG2 block | ABCB1 block
Results for Cc1c(Cl)ccc2c(C(N)=O)cc(-c3ccccn3)nc12 = -3 | 15 | 98 | -6 | 93 | -6 | -2 | 100 | 0 | 5 | 0.9
Results for O=C(C1=C[C@@H](c2ccc3c(c2)OCO3)C[C@@H](OCCCCO)O1)N1CCN(Cc2ccc3c(c2)OCO3)CC1 = -5 | 20 | 88 | -2 | 91 | -8 | 0 | 83 | -2 | 3 | 0.6

Screens from PubChem.
